GPR151 ag: activates the human receptor GPR151; AID 1508602; 650,000 compounds, 1% hits; activation, % at 11.2 µM; PathHunter beta-arrestin GPR151 cells, luminescence; Q8TDV0; in the data active = activation above about 4.9%;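 also: 0% = median of compound wells and 100% = cells with positive control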
Target sequence (Q8TDV0 whole entry, looked up): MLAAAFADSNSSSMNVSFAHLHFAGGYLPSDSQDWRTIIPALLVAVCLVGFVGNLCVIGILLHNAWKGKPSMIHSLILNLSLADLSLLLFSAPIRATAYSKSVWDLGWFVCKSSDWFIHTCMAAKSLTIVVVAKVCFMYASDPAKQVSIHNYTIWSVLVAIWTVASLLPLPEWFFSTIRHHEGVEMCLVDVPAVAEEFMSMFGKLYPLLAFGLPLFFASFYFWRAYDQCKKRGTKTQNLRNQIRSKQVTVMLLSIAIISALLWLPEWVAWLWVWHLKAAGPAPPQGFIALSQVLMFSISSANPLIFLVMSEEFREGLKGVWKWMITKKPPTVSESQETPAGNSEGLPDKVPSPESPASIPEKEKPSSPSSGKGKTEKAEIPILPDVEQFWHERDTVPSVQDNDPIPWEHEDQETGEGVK
TEAD-YAP block: TEAD-YAP interaction inhibition; HEK-TIYL cells, TEAD-Gal4/YAP UAS-luciferase luminescence; AID 1259422; inhibition, % at 9.12 µM; 640,000 compounds, 1.4% hits; in the data active = inhibition above about 32%;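 also: 0% = median of test compound wells and 100% = reference inhibitor wells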
FBW7 act: activators of human E3 ligase FBW7 | 650,000 compounds, 0.13% hits | AID 1259310 | normalized activity (activation), % at 26.1 µM | AlphaScreen FBW7–phospho-cyclin E peptide binding, activator screen | Q969H0; in the data active = normalized activity above about 1.9%;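 also: purified mutant Fbw7 with reduced substrate affinity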
Target sequence (Q969H0 whole entry, looked up): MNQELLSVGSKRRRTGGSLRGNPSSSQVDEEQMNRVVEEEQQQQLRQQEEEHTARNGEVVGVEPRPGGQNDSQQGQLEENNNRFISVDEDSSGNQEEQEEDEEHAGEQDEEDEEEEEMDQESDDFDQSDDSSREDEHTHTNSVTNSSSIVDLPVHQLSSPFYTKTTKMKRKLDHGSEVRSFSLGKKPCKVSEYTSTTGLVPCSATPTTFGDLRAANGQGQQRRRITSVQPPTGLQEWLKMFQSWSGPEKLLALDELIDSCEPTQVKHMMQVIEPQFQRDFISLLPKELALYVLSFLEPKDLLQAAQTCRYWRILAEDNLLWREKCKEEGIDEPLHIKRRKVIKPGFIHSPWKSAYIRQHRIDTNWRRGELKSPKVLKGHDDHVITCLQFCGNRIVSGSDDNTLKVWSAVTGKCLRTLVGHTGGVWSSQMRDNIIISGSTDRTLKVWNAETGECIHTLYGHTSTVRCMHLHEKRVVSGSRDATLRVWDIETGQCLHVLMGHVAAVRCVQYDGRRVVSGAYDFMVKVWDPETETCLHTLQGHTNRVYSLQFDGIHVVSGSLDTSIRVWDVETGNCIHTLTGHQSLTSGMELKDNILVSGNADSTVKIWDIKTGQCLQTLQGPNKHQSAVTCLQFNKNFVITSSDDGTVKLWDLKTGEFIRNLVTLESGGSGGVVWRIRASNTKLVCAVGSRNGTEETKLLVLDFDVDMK
MITF inh: blocks human microphthalmia-associated transcription factor. O75030. AlphaScreen MITF homodimerization, bead proximity signal. inhibition, % at 2.6 µM. 650,000 compounds, 0.91% hits; in the data active = inhibition above about 50%;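 also: 0% = vehicle wells with protein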
* marks the source's active call; other numbers are inactive results.

SMILES | GPR151 ag | TEAD-YAP block | FBW7 act | MITF inh
Cc1cc(C)cc(-c2nc(SCCO)c3c(=O)n(C)c(=O)n(C)c3n2)c1 | -0.4 | 3 | 0.1 | 5
O=C(Nc1ccc(Cl)cc1F)c1cc(S(=O)(=O)NCc2ccccc2Cl)ccc1F | -0.7 | 3 | 0.1 | 3
CCOC(=O)N1CCN(C(=O)CNC(=O)c2ccc(Br)cc2)CC1 | -1.9 | 4 | -0.2 | -1
COc1cc(S(=O)(=O)N(Cc2ccccc2F)C2CCCC2)ccc1-n1cnnn1 | 1.1 | 67* | 0.5 | -5
CC(=O)NC(Cc1ccccc1)C(C)=O (configuration not stated) | -1.0 | 5 | -0.1 | 17
COC(=O)c1cc(CNC(=O)C2(N3CCCC3)CCCC2)cc(NC(=O)c2ccoc2)c1 | 0.3 | 8 | 0.0 | -6
CC(=O)c1c(C(C)=O)c(C)n(-c2ccc(N)cc2)c1C | -0.1 | 5 | -0.1 | 13
COC(=O)c1c(NC(=O)c2ccc(Cl)s2)sc2c1CCN(C(C)=O)C2 | -2.3 | 3 | 0.0 | -4
CN1C(=O)NC2(CCN(CC(=O)Nc3ccc(F)cc3)CC2)C1=O | -1.9 | -7 | 0.0 | 2
COCCN(C(=S)Nc1ccc(OC)cc1)C(C)c1cccnc1 (configuration not stated) | 1.2 | -5 | -0.1 | -6
Cc1nc(N2CCCCC2)c2c(C)c(C(=O)N3CCC(C(N)=O)(N4CCCCC4)CC3)sc2n1 | 0.7 | -3 | -0.1 | -5
COCCNC(=O)c1ccc(N(CC(C)C)C2=NC3CS(=O)(=O)CC3S2)cc1 (configuration not stated) | -0.5 | 6 | -0.1 | 9
O=C(NCc1nnc(SC/C=C/c2ccccc2)o1)c1ccccc1 | 2.0 | -2 | -0.1 | 3
COc1ccc(C(=O)NNC(=S)NC(C)=O)cc1 | -0.9 | 2 | -0.2 | 27
CCC(=O)C1=C(c2ccccc2)N(C(=O)CC)n2c(CC)nnc2S1 | -1.0 | 0 | -0.7 | 5
Cc1nnc(SCC(=O)Nc2cccc(F)c2)n(N)c1=O | -1.6 | -6 | 0.0 | 0
COC(=O)COc1ccc2c(-c3cc4cccc(OC)c4oc3=O)cc(=O)oc2c1 | 0.2 | 5 | -0.1 | 3
CC(C)C(=O)NNC(=O)c1ccc(OC(F)(F)F)cc1 | 1.2 | 6 | 0.0 | -9
O=c1oc2ccccc2n1Cc1cccc(C(F)(F)F)c1 | -1.7 | 8 | 0.2 | 12
CCCOC(=O)c1ccccc1Nc1ccn2c(=O)c3ccccc3nc2n1 | 0.2 | -10 | 0.8 | 27

Copied from the list:
Reading for COC(=O)COc1ccc2c(-c3cc4cccc(OC)c4oc3=O)cc(=O)oc2c1 under MITF inh: 3
Reading for CC(C)C(=O)NNC(=O)c1ccc(OC(F)(F)F)cc1 under FBW7 act: 0.0
Reading for CCC(=O)C1=C(c2ccccc2)N(C(=O)CC)n2c(CC)nnc2S1 under FBW7 act: -0.7

The main list resumes, repeating the 2 entries before the break.
SMILES | GPR151 ag | TEAD-YAP block | FBW7 act | MITF inh
O=c1oc2ccccc2n1Cc1cccc(C(F)(F)F)c1 | -1.7 | 8 | 0.2 | 12
CCCOC(=O)c1ccccc1Nc1ccn2c(=O)c3ccccc3nc2n1 | 0.2 | -10 | 0.8 | 27
Cc1cc(NC(=O)Cn2cc([N+](=O)[O-])cn2)c2ccccc2n1 | 1.7 | -4 | 0.0 | 10
CCc1cc(=O)[nH]c(NC2CCN(S(=O)(=O)c3ccc([N+](=O)[O-])cc3)CC2)n1 | 1.4 | -6 | -0.3 | -3
CCOc1ccc(-c2nc(-c3ccccc3)c3ccccn23)cc1 | -1.3 | -15 | 0.0 | 2
Cc1ccccc1NC(=S)NNC(=O)/C=C/C(=O)O | -0.1 | -7 | -0.1 | -3
CCOc1ccc(CCNc2nc(-c3ccc(OC)cc3)no2)cc1OCC | 1.5 | 1 | -0.2 | -1
CCOC(=O)c1c(NC(C)=O)sc2c(Cl)c(CNCCO)ccc12 | -0.7 | 10 | -0.1 | 12
COCCn1nnnc1CN(Cc1cc2cc(C)ccc2[nH]c1=O)CC1CCCO1 (configuration not stated) | 1.2 | 6 | 0.0 | 8
O=C(CN1C(=O)C2C3c4ccccc4C(c4ccccc43)C2C1=O)NC1CCCCC1 (configuration not stated) | 2.2 | 7 | 0.3 | 12
CCOC(=O)CN1C(=O)N(c2ccccc2OC)S(=O)(=O)c2ccccc21 | -1.2 | -4 | 0.0 | -4
Cc1cccc(NC(=O)C(c2ccc(Cl)cc2Cl)N2CCC2=O)c1 (configuration not stated) | 7.8* | 9 | 0.2 | -4

Retrieved by structure from the entries so far, five records:
SMILES | GPR151 ag | TEAD-YAP block | FBW7 act | MITF inh
O=C(CN1C(=O)C2C3c4ccccc4C(c4ccccc43)C2C1=O)NC1CCCCC1 (configuration not stated) | 2.2 | 7 | 0.3 | 12
O=c1oc2ccccc2n1Cc1cccc(C(F)(F)F)c1 | -1.7 | 8 | 0.2 | 12
CCc1cc(=O)[nH]c(NC2CCN(S(=O)(=O)c3ccc([N+](=O)[O-])cc3)CC2)n1 | 1.4 | -6 | -0.3 | -3
Cc1cccc(NC(=O)C(c2ccc(Cl)cc2Cl)N2CCC2=O)c1 (configuration not stated) | 7.8* | 9 | 0.2 | -4
COCCN(C(=S)Nc1ccc(OC)cc1)C(C)c1cccnc1 (configuration not stated) | 1.2 | -5 | -0.1 | -6

(cont.)
SMILES | GPR151 ag | TEAD-YAP block | FBW7 act | MITF inh
Cc1ccc(N)cc1CN1CCCC1=O | -0.2 | 9 | -0.1 | 11
Cc1ccc(NC(=O)c2cc([N+](=O)[O-])ccc2NCCO)cc1 | -0.1 | -7 | 0.0 | 8
CN1CCN(CCCn2c(=S)[nH]c3cc4ccccc4cc3c2=O)CC1 | -2.1 | -24 | -0.2 | 7
CCOC(=O)c1sc2ncn(/N=C/c3ccc([N+](=O)[O-])o3)c(=O)c2c1C | 2.1 | 6 | -0.1 | 5
O=C(CNS(=O)(=O)c1ccc([N+](=O)[O-])cc1)c1ccccc1 | -0.6 | 0 | 0.0 | 1
O=C(c1cccnc1)N1CCN(S(=O)(=O)c2ccc3ccccc3c2)CC1 | -1.1 | 9 | 0.5 | 2
O=C(/C=C/c1cccs1)N1CCN(c2ccc(-c3ccccn3)nn2)CC1 | 0.8 | -8 | -1.3 | 56*
Cc1cc(C)n2nc(C(=O)OCCCC(=O)c3ccc(Br)cc3)nc2n1 | 0.9 | -1 | 0.0 | 6
S=C(NCC1CCCO1)Nc1ccccc1Br (configuration not stated) | 0.8 | -9 | -0.1 | -4
O=C(CC(=O)NN=C1CCCCC1)NCc1ccccc1 | -0.1 | 8 | -0.3 | 0
COC(=O)c1cc(C(=O)OC)cc(N2C(=O)c3ccc(Oc4ccc(NC(C)=O)cc4)cc3C2=O)c1 | 0.0 | 3 | -0.1 | 6
Cc1ccc2oc(=O)c3cnn(CC(=O)Nc4nc(C)cs4)c3c2c1 | -1.2 | 6 | -0.1 | 9
COc1ccc(Nc2nc3ccccc3nc2NS(=O)(=O)c2cccs2)cc1 | 0.3 | -5 | 0.1 | 9
c1ccc(-c2cc(-c3ccco3)[nH]n2)cc1 | -0.2 | -4 | 0.1 | 15
O=c1oc(/C=C/c2cccc([N+](=O)[O-])c2)nc2cc(Cl)ccc12 | -0.2 | 4 | 0.1 | 5
CC(C)c1ccccc1OCCNC(=S)NC(=O)c1cccnc1 | 1.7 | -26 | 0.2 | -5
C=CCOC(=O)C1=C(C)Nc2c(c(=O)n(C)c(=O)n2C)C1c1ccc(OC)cc1 (configuration not stated) | 0.4 | -6 | 0.2 | 2
COc1cccc(CNC(=O)Cn2ncc3c(=O)oc4ccc(C)cc4c32)c1 | -1.0 | 9 | 0.7 | 23
CN(C)c1ccc(CN(Cc2ccco2)C(=S)Nc2cccc(Cl)c2)cc1 | -0.3 | 8 | -0.1 | 28
O=C(NCC(=O)N1CCOCC1)c1c[nH]c2ccccc12 | 1.9 | 0 | 0.0 | 11
Cc1cc(SC#N)c(C)cc1NS(=O)(=O)c1ccccc1 | -1.6 | 3 | -0.4 | 2
CC(NC(=O)C12CC3CC(CC(C3)C1)C2)C(=O)N1CCOCC1 (configuration not stated) | 5.0* | -1 | -0.7 | -5
CC(CN1CCN(C)CC1)OC(=O)COc1ccc(F)cc1 (configuration not stated) | 1.1 | 1 | 1.1 | 5
OCC1CCN(C2CCCN(Cc3cccc(-c4ccco4)c3)C2)CC1 (configuration not stated) | 1.2 | 4 | 0.0 | 3
Cc1cc(C(=O)NC(C)c2ccccc2)c2ccccc2n1 (configuration not stated) | 0.0 | 5 | -0.1 | -4
OC1CC(C2OCCO2)CCC1Nc1ccccc1 (configuration not stated) | 0.5 | -1 | -0.3 | -12
O=C(NCCN1CCOCC1)c1noc2c1CCc1ccccc1-2 | -1.7 | -42 | 0.1 | 6
Cc1ccc(-c2nc(CCNC(=O)C(=O)Nc3ccc(C)c(F)c3)cs2)cc1 | 2.3 | 0 | -0.1 | -1
Cc1ccccc1NC(=O)c1c(N)sc2c1CCC2 | -0.8 | 0 | 0.1 | 6
NC(=O)c1ccc(NC(=O)c2ccc3c(c2)OCO3)cc1 | -2.6 | -44 | 0.2 | -13
C=CCn1c(-c2cccc(S(=O)(=O)N3CCOCC3)c2)n[nH]c1=S | 0.4 | 8 | -0.1 | 8
Nc1nonc1-c1nc2ccccc2o1 | -0.8 | -1 | 0.2 | 13
CC(C)C1OC(=O)c2ccccc2N1c1ccccc1 (configuration not stated) | -1.9 | -3 | -0.1 | 5
O=C(Nc1ccc(C(F)(F)F)cc1)c1cc(S(=O)(=O)NCc2ccc(F)cc2)ccc1F | -1.0 | 4 | 0.0 | 5
Cn1cc([N+](=O)[O-])c(C(=O)Nc2ccc(-c3nc4ccccc4o3)cc2)n1 | -1.1 | -64 | 0.1 | 17
COc1cc(SC)ccc1C(=O)NCc1ccc(S(N)(=O)=O)cc1 | 0.7 | 4 | -0.1 | 4
CC1CCN(C(=O)c2cccs2)CC1 | 1.3 | -15 | 0.2 | 5
O=C1C2C3CCC(C3)C2C(=O)N1CNc1ccccc1 (configuration not stated) | 0.3 | -3 | 0.6 | 0
COCCCNc1ncnc2c1c(-c1ccccc1)cn2-c1ccc(C)cc1 | 1.3 | 5 | 0.6 | 15
CCc1ccc(NC(=S)Nn2cnnc2)cc1 | -1.7 | 4 | 0.3 | 19
COC(=O)c1ccc(C2C(C#N)=C(N)OC(C)=C2C(=O)OC(C)C)cc1 (configuration not stated) | 0.9 | -3 | -0.1 | -5
Cc1ccc(Cl)cc1N1C(=O)C2C3CCC(C3)C2C1=O (configuration not stated) | -1.4 | -16 | 0.3 | 9
CCOc1c(Br)cc(CNCc2cccs2)cc1OC | 2.0 | -16 | 0.3 | 0
OCCC1CN(Cc2ccc(F)cc2)CCN1CCc1ccccc1 (configuration not stated) | 0.3 | 1 | -0.1 | 5
CN1CCCc2cc(C(CNC(=O)Nc3ccccc3)N3CCCC3)ccc21 (configuration not stated) | -0.5 | 1 | -0.2 | 5
Cc1ccc(NC(=O)CNC2CC(C)(C)NC(C)(C)C2)cc1C | 0.3 | -2 | 0.0 | 4
CC(C)c1nnc(NC(=O)COc2ccc(C(C)(C)c3ccccc3)cc2)s1 | 0.5 | 10 | 0.8 | 17
CC(C)(O)C#CC(O)c1ccc(F)cc1 (configuration not stated) | 1.4 | 7 | -0.1 | 4
O=C(CSc1ccccc1)Nc1cccc2c1C(=O)NC2=O | -1.6 | -21 | -0.3 | -12
N#CCC(=O)N1CCn2c1nc1ccccc12 | 0.1 | -1 | 0.3 | 14

Entries of single compounds, looked up by structure:
Results for CCOc1c(Br)cc(CNCc2cccs2)cc1OC → GPR151 ag: 2.0; TEAD-YAP block: -16; FBW7 act: 0.3; MITF inh: 0
Results for O=c1oc(/C=C/c2cccc([N+](=O)[O-])c2)nc2cc(Cl)ccc12 → GPR151 ag: -0.2; TEAD-YAP block: 4; FBW7 act: 0.1; MITF inh: 5
Results for O=C(CNS(=O)(=O)c1ccc([N+](=O)[O-])cc1)c1ccccc1 → GPR151 ag: -0.6; TEAD-YAP block: 0; FBW7 act: 0.0; MITF inh: 1

(listing goes on)
SMILES | GPR151 ag | TEAD-YAP block | FBW7 act | MITF inh
COc1cnc(-c2ccncc2)nc1-c1cccc(C(F)(F)F)c1 | -1.0 | 9 | 0.0 | 10
Cc1noc(C)c1-c1nc(C(=O)NCCOc2ccccc2)cs1 | -2.0 | -29 | 0.1 | 16
CC(=O)C1=C(O)C(=O)N(Cc2cccnc2)C1c1cccc(F)c1 (configuration not stated) | -0.2 | -1 | 0.0 | 8
O=C(O)CC1S/C(=N/N=C/c2ccccc2)NC1=O (configuration not stated) | 0.8 | 4 | -0.1 | 1
CCOC(=O)c1cnc(SCc2nc(-c3ccc(Cl)cc3)oc2C)nc1N | -0.1 | -2 | -0.2 | 4
CC(=O)C12c3ccccc3C(c3ccccc31)C1C(=O)N(c3ccc(Cl)cc3)C(=O)C12 (configuration not stated) | 0.9 | -18 | 0.0 | 20
Cc1cc2nc(SC(C)C(=O)O)[nH]c2cc1C (configuration not stated) | -1.6 | 1 | -0.3 | -4
Cc1cc(C)c(NC(=O)c2cc(S(=O)(=O)N3CCc4ccccc4C3)ccc2F)c(C)c1 | 0.1 | -3 | 0.0 | -3
O=C(c1cccc(Cl)c1)N(Cc1cccs1)C1CCS(=O)(=O)C1 (configuration not stated) | 0.0 | 1 | 0.0 | 4
CC[C@H](Cn1nc(-c2cccs2)ccc1=O)NC(=O)CCn1cnc2ccccc21 | -0.1 | 1 | 0.0 | 8
Cc1cc(NC(=O)C2CCN(C(=O)c3cnn(-c4ccccc4)c3-n3cccc3)CC2)no1 | -0.3 | 2 | -0.1 | 8

High-throughput results from PubChem.
